HEK293 cAMP cs: qHTS Assay for Agonists of the Thyroid Stimulating Hormone Receptor: Activators of Intracellular cAMP Concentrations in Parental HEK 293 | parental HEK293 CNG cAMP sensor, membrane potential fluorescence | Potency, µM (doses to about 57.1 µM), for inactives: at the highest dose activation, usual class: activators | 73,000 compounds, 2.5% hits | AID 938, 2007; note: potency is the fitted concentration of half-maximal effect; % of control where 0% means no effect; nearly all actives have a fitted effect of over 55% in size
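Counterscreen for endogenous-receptor signalling: CNG-channel HEK 293 cells report cAMP rise by membrane depolarization. After 60 min dye equilibration with 100 uM RO 20-1724, compounds incubated 30 min before bottom-read fluorescence at 590 nm.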
Caspase-1 inhib: qHTS Assay for Allosteric/Competitive Inhibitors of Caspase-1 | P29466 | Caspase-1 enzyme, Ac-WEHD-AFC fluorogenic rate | Potency, µM (highest dose often 57.5 µM), without a hit: top-dose activity change, negative = inhibition, hits mostly inhibitors | 75,000 compounds, 0.03% hits | AID 900, 2007;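 note: potency is the fitted concentration of half-maximal effect; plate controls were vehicle for no effect and no substrate for full effect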
USP2a inhib: qHTS Assay for Inhibitors of Ubiquitin-specific Protease USP2a. Potency, µM (doses to about 38.3 µM), without a hit: at the highest dose activity change, negative = inhibition, most hits filed as inhibitors. Ubiquitin carboxyl-terminal hydrolase 2 (Homo sapiens), O75604. 60,000 compounds, 0.1% hits. AID 927, 2007. USP2a enzymatic assay, qHTS inhibition;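 note: potency is the fitted concentration of half-maximal effect; nearly all actives have a fitted effect of over 60% in size; plate controls were DMSO for no effect and NEM full inhibition control for full effect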
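Inhibition is measured in a cell-free coupled assay with 20 nM USP2 core, 20 nM Ub-PLA2 and 20 uM NBD C6-HPC, 2.5 h incubation. Activity normalized to NEM control.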
Tau filament bind: qHTS Assay for Tau Filament Binding; Microtubule-associated protein tau (Homo sapiens), P10636; recombinant tau filaments, thioflavin S fluorescence, 15 h; filaments grown with octadecylsulfate alongside compound; Potency, µM (series often up to 57.1 µM), inactives show top-dose activity change, negative = inhibition; 71,000 compounds, 2% hits;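 note: potency is the fitted concentration of half-maximal effect; % is set by controls: 0 for no effect and ±100 for the full control effect; actives lower thioflavin S fluorescence by blocking filaments or displacing dye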
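His-tagged recombinant human tau (exons 2, 3, 10; 1 uM final) fibrillized with 30 uM sodium octadecylsulfate, 15 h at 37 C, in pH 7.4 HEPES buffer with 10 uM thioflavine S and 5 mM DTT. Reduced ThS fluorescence (450/510 nm) marks activity.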
CRE Fsk mod: Cell signaling CRE-BLA (Fsk stim); 71,000 compounds, 2.5% hits; Potency, µM (series often up to 38.2 µM), for the others: top-dose activity change, negative = inhibition, most hits filed as activators; CHO CRE-bla reporter (cAMP response element driving beta-lactamase), forskolin EC10, beta-lactamase ratio; active = well fitted activation curve with a large enough effect in the signal ratio, with a control signal flat, not every such curve was filed as active; inconclusive = small, poorly fitted or top-dose-only effect, or effect the other way, or a change in a side signal; the % refers to the signal ratio; note: potency is the fitted concentration of half-maximal effect; % of control where 0% means no effect
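CHO CRE-bla cells, overnight plating in Opti-MEM with 0.5% dialyzed FBS; cpd titration + EC10 NKH 477, 3 h 37 °C; CCF4 2 h RT; ex 405/em 460 vs 530 ratio → %Activity, AC50.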
BRCT inh red: qHTS Assay for Inhibitors of BRCT-Phosphoprotein Interaction (Red Fluorophore); 75,000 compounds, 0.03% hits; BRCT-phosphopeptide binding, red fluorescence polarization; AID 892, 2007; Breast cancer type 1 susceptibility protein (Homo sapiens), P38398; Potency, µM (titrated, usually from 76.9 µM), without a hit: at the top dose activity change, negative = inhibition, hits mostly inhibitors; note: % is set by controls: 0 for no effect and ±100 for the full control effect
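Rhodamine-labelled pBACH1 10-mer (100 nM) bound to BRCT domain (100 nM) at pH 7.3; compounds incubated 12 min room temperature, polarization read. Free peptide defines full inhibition; unlabelled decapeptide titrated as control.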
BRCT inh green: qHTS Assay for Inhibitors of BRCT-Phosphoprotein Interaction (Green Fluorophore). Breast cancer type 1 susceptibility protein (Homo sapiens), P38398. BRCA1 BRCT-phosphopeptide binding, green fluorescence polarization. Potency, µM (titrated, usually from 76.9 µM), for the others: at the top dose activity change, negative = inhibition, actives largely listed as inhibitors. 75,000 compounds, 0.05% hits. AID 875, 2007;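 note: potency is the fitted concentration of half-maximal effect; plate controls were peptide without protein for full effect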
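Compounds were incubated for 12 min at room temperature with a complex of 100 nM fluorescein-tagged pBACH1 decapeptide and 250 nM His-tagged BRCT protein. Buffer was phosphate pH 7.3 with EDTA, DTT and Tween 20. Disruption of binding lowers the polarization signal.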
FLuc inh: qHTS Assay for Inhibitors of Firefly Luciferase | Luciferin 4-monooxygenase (Photinus pyralis), P08659 | Potency, µM (top dose mostly 57.1 µM), without a hit: top-dose activity change, negative = inhibition, hits mostly inhibitors | purified firefly luciferase, luminescence, 8 min | 72,000 compounds, 2.2% hits; note: potency is the fitted concentration of half-maximal effect; % is set by controls: 0 for no effect and ±100 for the full control effect; nearly all actives have a fitted effect of over 40% in size
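Compounds were tested as concentration series (qHTS) against purified P. pyralis luciferase with luciferin and 10 uM ATP in 50 mM imidazole pH 7.2, 50 mM KCl, 7 mM MgCl2, 0.01% Tween 20, 0.05% BSA. Luminescence was read after 8 min at ambient temperature.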
A350 fluor: qHTS Assay for Spectroscopic Profiling in A350 Spectral Region; Compound autofluorescence, 340/450 nm, Alexa 350 dye-equivalents; hits give high values; max dye-equivalent concentration, M; 59,000 compounds, 11% hits; in the data active = max dye-equivalent concentration above about 10 nM; inconclusive = mostly about 1.1 nM to 9.6 nM
Casp7 inh: qHTS Assay for Allosteric/Competitive Inhibitors of Caspase-7; AID 889, 2007; recombinant caspase-7, Ac-DEVD-AFC fluorescence rate; P55210; 75,000 compounds, 0.02% hits; Potency, µM (doses to about 57.5 µM), without a hit: at the highest dose activity change, negative = inhibition, usual class: inhibitors; active = well fitted inhibition curve with a large enough effect in the main read-out, with a control signal flat, not every such curve was filed as active; inconclusive = small, poorly fitted or top-dose-only effect, or a change in a side signal; note: potency is the fitted concentration of half-maximal effect; % of control where 0% means no effect
ERK AVP inh: qHTS Assay for Inhibitors of the ERK Signaling Pathway using a Homogeneous Screening Assay | HEK293-V1b, vasopressin-stimulated pERK AlphaScreen | Potency, µM (titrated, usually from 57.5 µM), without a hit: at the highest dose activity, negative = inhibition, usual class: inhibitors | 72,000 compounds, 0.99% hits | AID 995, 2007; note: potency is the fitted concentration of half-maximal effect; % is set by controls: 0 for no effect and ±100 for the full control effect; nearly all actives have a fitted effect of over 55% in size
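HEK293 cells stably expressing V1b receptor, preincubated 30 min at 37 °C with compound, then stimulated 5 min with 25 nM vasopressin. Phospho-ERK by AlphaScreen SureFire after 5 h RT; normalized to DMSO and vasopressin; AC50 by Hill fit.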
* marks the source's active call; other numbers are inactive results; i = inactive; ? = inconclusive; . = not tested or not shown; [ ] = dose if it differs, or a comment. Unless noted, calls come from the whole dose curve; as a rule, active = well fitted curve in the direction sought with a large enough effect; inconclusive = small, poorly fitted or top-dose-only effect, or another doubt; inactive = no such curve, though single readings can be large; an effect the other way counts as inactive or inconclusive.

structure,A350 fluor,ERK AVP inh,HEK293 cAMP cs,BRCT inh red,Caspase-1 inhib,Casp7 inh,BRCT inh green,FLuc inh,USP2a inhib,Tau filament bind,CRE Fsk mod
Cc1ccc(C(=O)NCCCNCCCN(C)C)cn1,?,8%,15%,-1.5%,-2%,5%,-1.1%,2%,-6%,4%,-2%
CCOC(=O)C1CCN(S(=O)(=O)c2ccc(-n3cnnn3)c(C)c2)CC1,i,11%,4%,1.6%,1%,-4%,0.0%,1%,6%,7%,?
CCCCCC(=O)N1CCN(CCN=CC2=C(O)CC(c3ccc(OC)c(OC)c3)CC2=O)CC1 (stereo unspecified),i,-10%,24%,-0.2%,-1%,-1%,0.1%,3%,19%,-6%,6%
CCn1c(COc2ccccc2C)nnc1SCC(=O)N1CCCCC1,i,0%,5%,1.4%,-1%,2%,0.6%,2%,.,5%,6%
Cc1nc2ccc(NC(=O)C3CCN(S(=O)(=O)c4cccs4)CC3)cc2s1,i,?,7%,0.2%,-3%,-4%,1.1%,7%,29%,-9%,?
Cc1c(C)n(Cc2ccccc2)c2ncnc(N)c12,?,?,?,-0.5%,1%,-1%,-5.9%,2%,-7%,22%,?
O=C(C1=COCCO1)N1CCN(S(=O)(=O)c2cccc(Cl)c2Cl)CC1,i,-4%,2%,0.8%,-5%,1%,-0.4%,2%,4%,5%,-4%
O=C(COC(=O)c1cncc(Br)c1)NCC1CCCO1 (stereo unspecified),i,-4%,13%,1.2%,-3%,-6%,0.2%,4%,-6%,31%,-6%
O=C(Cc1cccs1)NCc1ccc(F)cc1,i,-16%,5%,-1.8%,0%,1%,-1.2%,-2%,1%,0%,-7%
C=CCSc1nc(C)c(CC(=O)OCCCC)c(=O)[nH]1,i,-3%,26%,0.0%,-1%,-1%,-2.4%,3%,0%,-12%,-5%
CCOc1ccc(C(C)=O)cc1CSc1nnc(-c2cccs2)n1CC1CCCO1 (stereo unspecified),i,-24%,10µM*,0.5%,-2%,1%,1.4%,-15%,9%,8%,10%
O=C1CC(C(=O)NCc2ccccc2)N=C(N2CCCCC2)N1 (stereo unspecified),i,27%,12%,0.7%,0%,0%,-1.0%,0%,-2%,-6%,1%
COc1cccc(C(=O)NCC2CCN(c3ccc(S(=O)(=O)N4CCOCC4)cc3)CC2)c1,i,-6%,3%,-2.1%,-3%,-1%,4.1%,-3%,28%,16%,2%
O=S(=O)(c1ccc(N2CCN(c3ccc(F)cc3)CC2)cc1)N1CCCC1,i,-1%,24%,0.7%,0%,2%,0.7%,-3%,.,4%,-3%
CCNc1ncc2nc(C)c(=O)n(CCc3ccccc3)c2n1,3.3e-08M*,8%,24%,0.1%,-13%,-19%,-1.7%,1%[11.4 µM],163%[activator],22%,2µM*
CC1(C)CC(=O)C(C=NCCN2CCN(C(=O)c3ccccc3)CC2)=C(O)C1,.,-22%,0%,1.4%,0%,0%,-3.5%,2%,5%,16%,2%
Cc1cc(C(=O)N2CCN(c3ccccn3)CC2)no1,.,.,-8%,0.8%,-2%,2%,0.7%,.,.,.,.
CCn1c(SCC(=O)Nc2ccccc2)nnc1-c1ccc(S(=O)(=O)N2CCOCC2)cc1,i,-7%[11.5 µM],?,-0.8%,-1%,0%,-0.8%,3%,25%,2%,-2%
O=C(O)Cn1c(SCCOc2ccccc2F)nc2ccccc21,i,-5%,4%,0.3%,0%,0%,-7.3%,-4%,-3%,-5%,5%
COc1ccc(OC)c(C2c3c(oc4ccccc4c3=O)C(=O)N2CCCN(C)C)c1 (stereo unspecified),i,-12%,6%,-0.6%,-2%,0%,-2.0%,-3%,5%,-26%,-1%
Cc1ccc(-c2nc(CS(=O)(=O)CC(=O)N3CCc4ccccc4C3)c(C)o2)cc1,.,?,1.6µM*,-1.5%,-2%,-9%,1.6%,0%,.,59%,-23%
CCOC(=O)Oc1c(OC)cc(C(=O)O[C@H]2C[C@H]3CN4CCc5c([nH]c6cc(OC)ccc56)[C@@H]4C[C@H]3[C@@H](C(=O)OC)[C@@H]2OC)cc1OC,i,6%[25.7 µM],-38%[inhibitor][25.6 µM],-1.2%[34.4 µM],-11%[25.7 µM],-11%[25.7 µM],11%[34.4 µM],3%[25.5 µM],58%[activator][17.1 µM],-12%[25.6 µM],?
CCOC(=O)c1cnc2ccccc2c1NCCO,1.1e-08M*,-13%,1%,-1.8%,0%,-1%,0.1%,1%,1%,6%,?
COC(=O)CCC(=O)N1CCc2cc(S(=O)(=O)N3CCN(c4ccccc4Cl)CC3)ccc21,i,-4%,?,0.7%,1%,1%,-1.6%,5%,48%[activator],12%,9%
Cc1cc(C(=O)Nc2sc3c(c2C#N)CCC3)no1,i,0%,6%,0.2%,-4%,-7%,1.2%,16µM*,19%,-14%,5%
O=C1Nc2ccc(Br)cc2C1(O)Cc1ccncc1 (stereo unspecified),i,-6%,-4%,-0.6%,0%,-1%,0.4%,1%,13%,-3%,-4%
COC(=O)C1(S(=O)(=O)c2cccc3nsnc23)CC1,i,-5%,-1%,0.9%,-1%,-3%,-0.5%,-1%,-1%,-2%,?
CC(C)(C)c1ccc(O)c(CN(Cc2c(O)ccc3ccccc23)C2CCCCC2)c1,?,10%[11.5 µM],1%[11.4 µM],0.4%[15.4 µM],-1%[11.5 µM],-3%[11.5 µM],-1.1%[15.4 µM],5%[11.4 µM],.,-7%[11.4 µM],-20%[7.6 µM]
CC(C)(C)c1ccc(OCc2nc(-c3ccccn3)no2)c(Br)c1,i,36%[activator],?,-1.3%,-2%,-9%,2.2%,?,-10%,22%,34%
COc1ccc(CCC2(C)NC(=O)NC2=O)cc1 (stereo unspecified),i,-25%,16%,0.1%,0%,0%,-2.3%,0%,-1%,-3%,-5%
CC(C)CNC(=O)CN(C1CCCCC1)S(=O)(=O)c1ccccc1,.,-14%,29%,1.2%,1%,0%,-1.5%,0%,7%,8%,1%
Cc1coc2cc3oc(=O)c4c(c3cc12)CCCC4,.,8%,25%[11.4 µM],0.8%,-2%,-6%,-2.3%,1%,21%[7.66 µM],120%[11.4 µM],?
CCOc1ccc2nc(NC(=O)CSc3nc4ccccc4c(=O)n3Cc3ccco3)sc2c1,i,-13%,-6%,-0.4%,-3%,-1%,-0.9%,0%,36%[activator],220%,2%
CCCCCC(=O)N1CCN(c2ccc(C(C)=O)cc2F)CC1,.,3%,21%,-0.2%,-2%,0%,1.8%,1%,.,17%,-3%
COc1cccc(Cn2c(=O)c(-c3cccc(C#N)c3)nc3cnc(Nc4ccccc4)nc32)c1,i,20%,16%,0.5%,-8%,-13%,18%,-1%[11.4 µM],227%[activator],30%,?
FC(F)(F)c1cccc(Nc2ncnc3ccccc23)c1,i,6%,?,0.0%,0%,0%,-1.6%,-1%,-15%,-2%,-5%
CCC1(CC)NC(=O)N(CC(=O)OCn2nnc3ccccc3c2=O)C1=O,i,-26%,2%,0.9%,-1%,0%,0.2%,2%,-10%,-5%,5%
Cc1onc(-c2ccccc2)c1-c1ccc(S(N)(=O)=O)cc1,.,6%,.,-0.8%,1%,1%,0.5%[3.08 µM],.,-13%,.,.
CC(C)(C)NC(=O)c1ccc2nccnc2c1,i,0%,-4%,-0.2%,-2%,1%,-0.7%,0%,0%,-6%,6%
COCCn1c(=O)c(-c2ccc(Cl)cc2)nc2cncnc21,3.3e-08M*,-31%,?,-1.0%,?,?,3.5%,0%[11.4 µM],12%,29%,10µM*
CN1CCc2cc(NC(=O)Nc3cccnc3)ccc21,i,3%,?,-1.5%,0%,1%,2.0%,?,6%,-14%,?
CC(=O)NCCNc1ccnc(-c2ccccc2C(F)(F)F)n1,3.4e-08M*,26%,2%,0.1%,-1%,-2%,-0.8%,2%[2.29 µM],17%,-8%,-5%
NC(=O)C1CCN(Cc2nc(-c3ccccc3)no2)CC1,?,-10%,-2%,-0.8%,-1%,-2%,0.5%,-2%,-4%,2%,-14%
Cc1cc(C)c(NC(=O)C[C@H](CC(=O)O)c2cccc3ccccc23)c(C(=O)N2CCC3(CCCC3)CC2)c1,i,2%,8%,-3.6%,-3%,-3%,-2.1%,1%,16%,-1%,?
